BRCA1 expr act: increases BRCA1 expression | AID 624202 | MCF7-BRCA1-FFLuc reporter, luminescence, 48 h; response scale: scaled: vehicle 0%, 10 µM genistein 100% | 380,000 compounds, 1.1% hits | Potency, µM (series often up to 46.1 µM), without a hit: top-dose activation, hits mostly activators; further: potency means the concentration at half of the fitted maximal effect; nearly all actives have a fitted effect of over 80% in size; some results filed as inactive show a strong effect at the top dose
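MCF7 cells carrying a BRCA1-firefly luciferase reporter (2000 cells/well, phenol-red free MEM) were attached for 2 h at 37 °C, then given compounds for 48 h. Luminescence was read 15 min after luciferase reagent; activity normalized to genistein (10 microM) and DMSO.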
Menin-MLL TR inh: inhibitors of human menin-MLL interaction, mutant MLL peptide; O00255; Menin + Texas Red MLL mutant peptide, fluorescence polarization; 270,000 compounds, 0.23% hits; Potency, µM (doses to about 61.6 µM), for inactives: at the highest dose FP activity change, negative = inhibition, actives largely listed as inhibitors; active means well fitted inhibition curve with a large enough effect in the polarisation, with a control signal flat, not every such curve was filed as active; inconclusive means small, poorly fitted or top-dose-only effect, or effect the other way, or a change in a side signal; inactive means no such curve, though single readings can be large or run the other way; the % refers to the polarisation; further: potency means the concentration at half of the fitted maximal effect; % of control where 0% means no effect; many of its hits are not listed in these tables
ELG1 genotox: genotoxicity induction in ELG1-luciferase HEK293T cells; HEK293T ELG1-luciferase reporter, luminescence, 16 h; Potency, µM (series often up to 46 µM), inactives show top-dose activity change, positive = activation, usual class: activators; 330,000 compounds, 1.3% hits; AID 504466; further: potency means the concentration at half of the fitted maximal effect; % of control where 0% means no effect; nearly all actives have a fitted effect of over 60% in size
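Luminescence read-out: rising ELG1-luciferase signal, reflecting elevated ELG1 protein under genetic stress, flags genotoxic compounds. Cells were treated for 16 hr at 37 °C before ONE-Glo detection.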
Gal4-VP16 FLuc: Gal4-VP16 reporter inhibition counter-screen; AID 2546; 310,000 compounds, 3.5% hits; Potency, µM (series often up to 53.6 µM), without a hit: top-dose activity, negative = inhibition, hits mostly inhibitors; Drosophila S2 Gal4-VP16 UAS-luciferase, luminescence, 20 h;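 further: Gal4-VP16 expression switched on by copper sulfate through the metallothionein promoter; potency means the concentration at half of the fitted maximal effect; on the % scale 0 is the no-effect control and ±100 the full control effect; nearly all actives have a fitted effect of over 50% in size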
p53 reactivation: restores transcriptional activity of mutant p53 | 320,000 compounds, 0.063% hits | Potency, µM (doses to about 92.2 µM), for inactives: at the top dose activity change, positive = activation, hits mostly activators | AID 504706 | H1299 p53-A138V BP100-luciferase reporter, luminescence, 24 h; further: potency means the concentration at half of the fitted maximal effect; % of control where 0% means no effect; nearly all actives have a fitted effect of over 45% in size
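p53-null H1299 cells stably carrying temperature-sensitive p53-A138V and a BP100-luciferase reporter were pinned with compounds (4-point, 1:5 series) and held 24 hrs at 37 deg C. Luminescence was read 10 min after detection reagent.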
PKM2 act: increases activity of human pyruvate kinase M2 | P14618 | purified PKM2, Kinase-Glo ATP luminescence, activation; response scale: 0% is enzyme alone, no compound | Potency, µM (highest dose often 57.5 µM), for the others: at the highest dose activation, actives largely listed as activators | 260,000 compounds, 0.34% hits | AID 1631; further: potency means the concentration at half of the fitted maximal effect; on the % scale 0 is the no-effect control and ±100 the full control effect; nearly all actives have a fitted effect of over 55% in size
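Kinase-Glo luminescence reports ATP generated from ADP (0.1 mM) and PEP (0.5 mM) by purified hPK-M2 after 1 h at room temperature, pH 7.2 imidazole buffer; intermediate enzyme activity allows detecting inhibitors and activators.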
Rab9 prom act: Rab9 promoter activation; Potency, µM (titrated, usually from 9.22 µM), without a hit: at the highest dose activation, negative = inhibition, actives largely listed as activators; 320,000 compounds, 2.8% hits; AID 485297; Huh7 Rab9 promoter-luciferase reporter, luminescence, 24 h; further: potency means the concentration at half of the fitted maximal effect; % of control where 0% means no effect; nearly all actives have a fitted effect of over 60% in size
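Huh7 cells stably carrying Rab9 promoter–luciferase reporter, plated 1500 cells/well, compound added after 2 h and incubated 24 h at 37 °C; luciferase luminescence then read after 10 min with detection reagent.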
FLuc modulator: inhibits or activates purified firefly luciferase, miR-21 counter-screen. 360,000 compounds, 6.9% hits. purified FLuc, Km substrates, luminescence inhibition. Potency, µM (highest dose often 57.5 µM), for the others: top-dose activity change, negative = inhibition, most hits filed as inhibitors. P08659;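 further: potency means the concentration at half of the fitted maximal effect; plate controls were vehicle for no effect and reference inhibitor for full effect; nearly all actives have a fitted effect of over 55% in size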
Target sequence (P08659 whole entry, looked up): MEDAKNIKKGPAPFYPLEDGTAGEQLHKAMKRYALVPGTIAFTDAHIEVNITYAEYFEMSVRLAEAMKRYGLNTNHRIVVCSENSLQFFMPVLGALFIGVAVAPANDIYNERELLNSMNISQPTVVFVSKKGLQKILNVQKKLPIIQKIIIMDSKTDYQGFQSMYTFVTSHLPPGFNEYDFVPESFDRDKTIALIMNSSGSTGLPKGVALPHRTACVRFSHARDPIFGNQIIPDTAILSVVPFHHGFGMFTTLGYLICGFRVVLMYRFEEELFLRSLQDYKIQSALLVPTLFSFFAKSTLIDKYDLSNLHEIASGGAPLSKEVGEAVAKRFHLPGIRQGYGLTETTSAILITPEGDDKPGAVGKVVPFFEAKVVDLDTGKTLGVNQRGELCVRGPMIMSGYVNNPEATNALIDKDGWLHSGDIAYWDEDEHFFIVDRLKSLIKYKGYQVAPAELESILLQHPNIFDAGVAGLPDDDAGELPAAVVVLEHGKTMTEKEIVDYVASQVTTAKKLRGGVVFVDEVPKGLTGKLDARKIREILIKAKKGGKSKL
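Purified P. pyralis luciferase (10nM final) with 10uM D-luciferin and 10uM ATP (Km levels) in 50mM Tris acetate pH 7.5, 10mM Mg acetate, 0.01% Tween-20, 0.05% BSA; qHTS 6-point titration, ~60 µM downward; luminescence read.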
NPC1 promoter act: activators of NPC1 promoter; Huh7 NPC1 promoter luciferase reporter, 24 h; Potency, µM (highest dose often 9.22 µM), without a hit: at the highest dose activation, actives largely listed as activators; 320,000 compounds, 2.4% hits; AID 485313;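 further: potency means the concentration at half of the fitted maximal effect; % of control where 0% means no effect; nearly all actives have a fitted effect of over 60% in size; reporter is driven by a mutant NPC1 promoter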
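Quantitative HTS used a cell-based reporter: Huh7 cells stably bearing the NPC1 promoter upstream of luciferase were treated with compounds for 24 h, and promoter activation was read as luminescence.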
RORg inh: inhibitors of mouse ROR gamma transcriptional activity; P51450; Drosophila S2 Gal4-RORgamma UAS-luciferase reporter, 20 h; Potency, µM (highest dose often 53.6 µM), for the others: at the top dose activity change, negative = inhibition, hits mostly inhibitors; 310,000 compounds, 5.4% hits; further: potency means the concentration at half of the fitted maximal effect; on the % scale 0 is the no-effect control and ±100 the full control effect; nearly all actives have a fitted effect of over 60% in size
Target sequence (P51450 whole entry, looked up, the tested form may be a part): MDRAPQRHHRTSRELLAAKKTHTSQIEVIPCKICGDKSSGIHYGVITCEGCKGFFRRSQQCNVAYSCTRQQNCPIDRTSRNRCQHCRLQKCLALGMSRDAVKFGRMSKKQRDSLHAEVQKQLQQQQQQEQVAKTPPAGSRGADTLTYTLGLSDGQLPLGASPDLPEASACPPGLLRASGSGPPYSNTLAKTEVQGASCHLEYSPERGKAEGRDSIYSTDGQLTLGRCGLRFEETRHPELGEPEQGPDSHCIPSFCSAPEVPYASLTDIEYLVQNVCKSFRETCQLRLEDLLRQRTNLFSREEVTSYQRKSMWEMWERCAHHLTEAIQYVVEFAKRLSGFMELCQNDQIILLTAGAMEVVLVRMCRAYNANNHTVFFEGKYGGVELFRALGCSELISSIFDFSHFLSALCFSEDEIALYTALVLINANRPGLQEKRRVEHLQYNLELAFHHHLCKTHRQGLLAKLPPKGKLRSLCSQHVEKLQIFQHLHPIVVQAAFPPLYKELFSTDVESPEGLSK
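Luminescence from a UAS-regulated Photinus luciferase reporter in stably transfected Drosophila Schneider cells is measured; decreased signal marks ROR gamma inhibition. Fusion expression is induced by 700 uM copper sulfate for 20 hr.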
Giardia killer: kills Giardia lamblia. Giardia lamblia trophozoite viability. activity change, % at 7.66 µM, hits read low. 340,000 compounds, 0.15% hits. AID 540267; in the data active means activity change below about -80%; inconclusive means between about -30% and that limit;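 further: parasites exposed to compound for two days anaerobically before the ATP read; on the % scale 0 is the no-effect control and ±100 the full control effect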
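ATP-content bioluminescence gauges trophozoite survival. Cells (100/well) receive compound and incubate anaerobically for 48 hrs at 37 deg C; detection reagent follows for 15-30 min at room temperature.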
* marks the source's active call; other numbers are inactive results; ? = inconclusive; . = not tested or not shown; [ ] = dose if it differs, or a comment. Unless noted, the call rests on the fitted dose curve; in most records, active means well fitted curve in the direction sought with a large enough effect; inconclusive means small, poorly fitted or top-dose-only effect, or another doubt; inactive means no such curve, though single readings can be large; an effect the other way counts as inactive or inconclusive. Some of the compounds tested; count on the stated rates, not on these rows.

SMILES	BRCA1 expr act	Menin-MLL TR inh	ELG1 genotox	Gal4-VP16 FLuc	p53 reactivation	PKM2 act	Rab9 prom act	FLuc modulator	NPC1 promoter act	RORg inh	Giardia killer
CCOc1ccccc1NC(=O)CCNC(=O)c1ccc(Cl)cc1	3.8%	3.0%	0.8%	3.8%[10 µM]	-3.2%	-2.4%	-0.9%	-5.0%	0.0%	8.2%	-7.5
COc1cccc(-c2ccc3c(N)c(C(=O)NC4CC4)sc3n2)c1	?	.	?	-18.2%	9.2%	1.7%	?	3.01µM*	2µM*	4.9%	5.1
Cc1ccc(S(=O)(=O)N(Cc2cc3cc4c(cc3[nH]c2=O)OCCO4)CC2CCCO2)cc1 (configuration not stated)	-23.3%	?	5.1%	6.1%	-1.3%	4.5%	11.5%	6.7%	-2.7%	10.2%	3.1
Cc1nc2ccccc2n1CSc1ccccc1	10.2%	-11.1%	-0.5%	-29.3%	4.5%	-2.8%	-1.8%	-15.4%	-3.7%	14.1µM*	3.4
N=c1sccn1CC(=O)Nc1ccccc1Cc1ccccc1	5.7%	4.9%	-4.2%	-11.4%	0.3%	2.8%	-4.0%	4.9%	1.0%	-14.9%	-17.4
CCOC(=O)C1=C(CN2CCOCC2)NC(=O)NC1c1cc(C)ccc1C (configuration not stated)	-0.8%	-1.6%	-4.0%	2.4%	-7.2%	-4.1%	-4.2%	-1.9%	-0.9%	-3.4%	-12.4
COc1cccc(/C=N/Nc2nc(Nc3ccc([N+](=O)[O-])cc3)nc(N3CCCC3)n2)c1O	-54.2%	?	-17.4%	-13.6%	2.4%	-0.2%	-13.1%	-12.3%	-22.2%	4.47µM*	4.0
CN(Cc1ccccc1)c1nc2nonc2nc1N1CCCC(CN2CCCC2=O)C1 (configuration not stated)	-41.2%	.	-6.8%	-4.7%	-6.2%	-16.9%	-5.4%	-2.3%	9.7%	-5.2%	4.9
CC[C@@]1(c2ccccc2)C(=O)N(C(=O)OC)N1C(=O)OC	-4.2%	-9.3%	16.3%	?	.	4.1%	-9.4%	0.3%	-6.6%	-36.2%	10.0
Cc1noc(C)c1C(=O)N1CCN(S(=O)(=O)c2cccc(Cl)c2Cl)CC1	0.0%	.	6.0%	-7.1%	1.4%	1.3%	-1.4%	0.0%	-4.5%	10.0%	-6.4
COC(=O)c1ccc(C(=O)OC)c(NC(=S)N2CCCC(CO)C2)c1 (configuration not stated)	0.0%	?	-0.3%	-3.7%	1.6%	12.7%	-9.8%	-0.7%	-1.7%	1.6%	0.3
CC(Cc1n[nH]c(=S)o1)c1ccccc1 (configuration not stated)	-4.3%	-12.6%	1.9%	-2.1%	2.6%	-2.6%	-0.6%	-16.1%	1.1%	?	13.6
Cc1ccc(-c2ccc(/C=N/c3ncn[nH]3)o2)cc1Cl	-4.2%	22.1%	10.7%	?	29.6%	-4.5%	-1.5%	-17.5%	5.1%	15.4%	28.7
O=S1(=O)N=C2CCCCCN2C(c2ccc(F)cc2)N1 (configuration not stated)	14.5%	-3.5%	0.3%	-23.1%	0.1%	-6.2%	-4.9%	-0.4%	-2.4%	-18.0%	-14.5
CCCn1nc(NC(=O)c2cccs2)c2cc3ccccc3nc21	-3.2%	?	-11.1%	-3.9%	0.3%	5.7%	-16.1%	?	-6.0%	0.0%	-1.0
COc1cc(CNC2CCCC2)cc(Cl)c1OCc1ccccc1Cl	-72.6%	?	1.0%	-19.9%	-3.3%	-3.1%	1.0%	1.6%	-2.8%	-34.8%	7.8
CCN(CC)CCCNC(=O)c1[nH]c2ccccc2c1Sc1ccc(Cl)cc1	-34.1%	?	-3.4%	-9.6%	-1.6%	.	2.7%	-0.9%	3.6%	-44.4%	9.9
Cn1c(S(=O)(=O)c2ccc([N+](=O)[O-])cc2)nc(Br)c1Br	-21.8%	.	-0.4%	8.6%	-9.9%	16.7%	16.1%	-1.1%	-2.5%	9.9%	5.3
COc1ccccc1N1CCN(C(=O)C2c3ccccc3Oc3ccccc32)CC1	-95.6%	-6.6%	-0.3%	?	14.9%	-9.3%	-15.7%	-1.7%	-28.3%	29.5%	-2.4
CCOC(=O)N1C(=O)[C@@](CC)(c2ccccc2)N1C(=O)OCC	-8.3%	0.4%	14.1%	-1.2%	-9.0%	-8.5%	-5.6%	-6.3%	-13.2%	-20.5%	12.0
Cc1nc2ccccc2c2c1C(=O)N(C)C2=O	13.7%	24.2%	-2.2%	7.8%	2.4%	2.7%	-4.7%	-1.5%	-1.5%	-3.7%	11.2
CC(C)CC(c1nnnn1CCc1ccccc1)N1CCN(C(=O)c2ccco2)CC1 (configuration not stated)	-10.8%	-19.9%	1.7%	2.3%	-3.1%	12.4%	6.7%	2.8%	0.8%	3.8%	-5.0
O=C(c1ccccc1N1CCOCC1)N1CCCC(Nc2ccc(F)cc2)C1 (configuration not stated)	-13.1%	-19.6%	1.9%	-1.6%	6.9%	2.7%[0.46 µM]	-1.6%	6.2%	2.7%	-13.4%	-8.8
CCOC(=O)c1nnn2c3ccccc3c(=O)n(C)c12	-19.7%	.	1.4%	0.3%	3.5%	1.8%	-6.6%	0.0%	-3.7%	-11.1%	9.6
COC(=O)CCNS(=O)(=O)c1ccc2nsnc2c1	10.5%	.	-2.7%	.	2.3%	.	-1.9%	6.1%	-2.3%	.	3.5
SMILES	BRCA1 expr act	Menin-MLL TR inh	ELG1 genotox	Gal4-VP16 FLuc	p53 reactivation	PKM2 act	Rab9 prom act	FLuc modulator	NPC1 promoter act	RORg inh	Giardia killer
Cc1ccc(N)c(C(O)(C(F)(F)F)C(F)(F)F)c1	0.0%	1.8%	-0.7%	-18.1%	-4.7%	10.8%	2.3%	-0.7%	-1.1%	-2.7%	-9.7
COc1ccc(-c2[nH]ncc2CNCCc2ncccc2C)cc1F	0.0%	?	-4.8%	-10.7%	-0.3%	-1.7%	15.8%	5.4%	-0.3%	38.6%	-7.9
CN(c1ccccc1)S(=O)(=O)c1ccc(Cl)c(C(=O)Nc2ccc(N3CCOCC3)cc2)c1	7.8%	0.4%	-8.4%	-5.7%	2.4%	8.5%	0.1%	-11.4%	-7.6%	39.5%	-5.1
CCOC(=O)C1(Cc2ccccc2)CCN(Cc2cccc3c2OCO3)CC1	-16.1%	-20.1%	-12.9%	6.0%	-3.4%	-3.5%	-7.2%	-1.1%	0.5%	17.4%	-22.8
Cc1cc2ccc(C)c(C)c2nc1SCC#N	-10.0%	?	-0.3%	-10.2%	?	-1.2%	2.1%	0.4%	-1.1%	-25.4%	2.0
Cc1cc(=O)oc2cc(NC(=O)c3cccc(S(=O)(=O)N(C)C)c3)ccc12	?	33.6%[activator]	?	18.5%	3.6%	.	0.891µM*	?	1.26µM*	42.8%	-14.9
CCCCc1nnc(NC(=O)CSc2nc(N)cc(=O)[nH]2)s1	-4.6%	3.4%	3.1%	4.6%	-5.0%	-10.3%	0.2%	-14.7%	0.6%	3.2%	-11.8
CC1(c2ccc3noc(-c4ccc(Cl)cc4)c3c2)OCCO1	-5.5%	-10.4%	-12.1%	-5.0%	-1.7%	6.0%	9.2%	-8.1%	1.7%	-22.5%	-15.7
COc1ccc(/C=N\NC(=O)COc2ccccc2Cl)cc1Cn1nc(C)cc1C	-27.7%	?	-1.9%	?	-30.6%[inhibitor]	0.4%	-4.1%	0.1%	-3.0%	?	-17.8
O=C(NCC1CCN(Cc2cccc(Cl)c2)CC1)Nc1ccccc1Cl	-27.9%	-9.1%	-3.8%	10.1%	1.5%	.	-3.5%	-2.0%	-3.7%	-2.5%	-15.5
OCC1CCCN(Cc2ccc(-c3ccccc3)cc2)C1 (configuration not stated)	6.2%	-10.2%	3.7%	-0.7%	-1.3%	0.0%	-0.2%	-17.7%	9.3%	-6.3%	-11.2
COc1cc(S(=O)(=O)NC2CCCC2)ccc1-n1cnnn1	-8.4%	.	-10.4%	-12.8%	2.4%	.	2.3%	1.2%	-7.7%	2.2%	-10.4
O=C(N/N=C/c1cccc(Br)c1)C1CC(=O)N(c2ccccc2)C1 (configuration not stated)	3.1%	-11.0%	8.0%	-1.8%	-3.9%	.	5.5%	-2.3%	1.7%	-21.8%	-18.7
O=C(O)CSCC(=O)NCc1csc2ccc(Cl)cc12	-3.6%	.	0.5%	-0.7%	-2.0%	-5.0%	-5.3%	-3.6%	0.7%	28.1%	11.1
O=C(CN1C(=O)NC2(CCCc3ccccc32)C1=O)N1CCN(C(=O)c2ccco2)CC1 (configuration not stated)	-0.1%	14.6%	2.9%	-3.5%	-3.1%	6.9%	-2.9%	4.7%	0.6%	-36.8%	-26.7
CC1=CC(C)(C)NC(=S)N1c1ccc(C)cc1C	-2.7%	-12.6%	-15.3%	2.82µM*	-0.8%	2.2%	-3.6%	5.3%	-2.2%	1.41µM*	19.9
Cc1ccc(S(=O)(=O)/N=C/N(C)C)cc1	11.6%	-11.1%	0.5%	-4.1%	-5.5%	-5.7%	-0.1%	-0.3%	-3.7%	-6.0%	10.2
O=C(c1c(Cl)cccc1Cl)N1CCN(c2ccccn2)CC1	-22.4%	4.9%	-11.0%	-6.4%	-7.5%	9.2%	-6.8%	7.4%	-8.0%	-18.0%	17.3
